# Source: PubChem BioAssay (The Scripps Research Institute Molecular Screening Center)
# SRC3 TRFRET art: TR-FRET detection interference compounds, artefact control for PPARgamma SRC-3 recruitment agonists, biochemical, TR-FRET ratio. TR-FRET artefact counter-screen, PPARgamma/SRC-3 format; active compounds read high. actives 0.39% (n = 99,000). TR-FRET ratio at 8 µM. AID 1048, 2008; in the data active = TR-FRET ratio above about 2000; also: inactives centre near 1600
# SRC1 TRFRET art: TR-FRET detection interference compounds, primary screen, artefact control for PPARgamma SRC-1 recruitment agonists, biochemical, TR-FRET emission ratio. TR-FRET detection artefact counter-screen; active compounds read high. TR-FRET ratio at 8 µM. actives 0.34% (n = 99,000); in the data active = TR-FRET ratio above about 2300; also: inactives centre near 1800
# Numbers without * were called inactive.
Structure | SRC3 TRFRET art | SRC1 TRFRET art
Cc1[nH]c2ccccc2c1CCNC(=O)c1c(N)no[n+]1[O-] | 1415 | 1503
COc1ccc(C(CNC(=S)NCc2ccccc2)N2CCCC2)cc1 (stereo not drawn) | 1804 | 2080
O=C(OC1CCOC1=O)c1ccc(N2CCCC2)c([N+](=O)[O-])c1 (stereo not drawn) | 1844 | 1899
CCc1nnc(NC(=O)C2CCN(S(=O)(=O)c3ccc(C)cc3)CC2)s1 | 1667 | 1931
COc1ccc(CNc2ccc(S(N)(=O)=O)cc2)cc1 | 1593 | 1708
CC(CN(C)Cc1ccccc1)OC(=O)c1cccc(F)c1 (stereo not drawn) | 1565 | 1728
CSCCC(NC(=O)c1cc([N+](=O)[O-])ccc1Cl)C(=O)O (stereo not drawn) | 1526 | 1530
CCc1nc(C#N)c(N2CCOCC2)o1 | 1650 | 1939
CCOC(=O)c1nn(-c2ccccc2C)c2nc(Nc3ccccc3)cc(=O)n12 | 1566 | 1931
CN1CCN(CC#CC(C)(O)C2CC3C=CC2C3)CC1 (stereo not drawn) | 1453 | 1811
CCOC(=O)c1c(C)[nH]c(C2=NNC(=NC3CC3)SC2)c1C | 1773 | 2042
CCOC(=O)Cc1nnc(-c2ccccc2)o1 | 1656 | 1680
Cc1ccc(S(=O)(=O)N2CCC(=O)N(C(COCc3ccc(Cl)c(Cl)c3)Cc3ccccc3)CC2)cc1 (stereo not drawn) | 1657 | 1846
Cc1[nH]c2c(Cl)cccc2c1CCNC(=O)C1CCCCC1C(=O)OCC(F)(F)F (stereo not drawn) | 1554 | 1696
O=C(Nc1ccccc1[N+](=O)[O-])c1cccnc1Cl | 1527 | 1906
COc1cc(C(=O)NCCC(=O)NCCCN2CCCCC2)cc(OC)c1OC | 1427 | 1955
O=C(Cc1ccc([N+](=O)[O-])cc1)Nc1ccc(Cl)cc1 | 1574 | 1581
CC(C)NS(=O)(=O)c1ccc(NC(=S)NC(=O)c2cccc([N+](=O)[O-])c2)cc1 | 1484 | 1818
CN(C(=O)CSc1nnc(-c2n[nH]c3ccccc23)o1)c1ccccc1 | 1588 | 1915
CCCCc1ncc(CN2CCN(Cc3ccc(C)cc3)C(CCO)C2)[nH]1 (stereo not drawn) | 1411 | 1544
C#CCOCCOCCOCCNc1nc(N2CCN(C(=O)[C@H](CCCCN)n3cc([C@@H](N)CO)nn3)CC2)nc(N2CCN(C(=O)[C@H](Cc3cc4ccccc4[nH]3)n3cc([C@@H](N)CC(C)C)nn3)CC2)n1 | 1308 | 1678
Nc1nc(NC(=O)c2ccccc2)nn1-c1ccccc1 | 1762 | 1945
CC(C)C(NC(=O)OCc1ccccc1)C(=O)OCC(=O)NC1CC1 (stereo not drawn) | 1605 | 1958
COCC(C)NCc1ccc(OC)c(Br)c1 (stereo not drawn) | 1725 | 1894
CCCNC(=O)c1cc2ccccc2c(=O)o1 | 1460 | 1707
CCC(=O)N1CCN(c2ccc(NC(=S)NC(=O)C(C)C)cc2)CC1 | 1443 | 2087
O=C1c2ccncc2C(=O)N1CNc1ccc(Cl)cc1 | 1613 | 1813
O=S(=O)(c1cccc(Cl)c1Cl)N1CCN(C(=S)NCCCN2CCOCC2)CC1 | 1555 | 1607
CC(=O)N1CCC2(CC1)C(C#N)=C(N)Oc1n[nH]c(C)c12 | 1436 | 1963
CNC(=S)Nc1ccc(OC(F)(F)F)cc1 | 1372 | 1824
CC1Cc2ccccc2N1CC(=O)NC(=O)NC(C)(C)C (stereo not drawn) | 1885 | 1926
Cc1cccc(NC(=O)CN2C(=O)C(C)Oc3ccccc32)n1 (stereo not drawn) | 1487 | 1741
CCC(CC)c1nnc(NC(=O)c2cc(-c3ccccc3)nc3ccccc23)s1 | 1639 | 1578
S=c1[nH]nc(CCSCc2ccccc2)n1-c1ccccc1 | 1534 | 1902
Cc1ccc(C(=O)c2cc([N+](=O)[O-])ccc2N2CCOCC2)cc1C | 1574 | 1710
CCOC(=O)Cc1nnc(NC(=O)CSc2ncc(-c3ccccc3)nn2)s1 | 1485 | 1669
CCOc1ncccc1C(=O)OCc1ccc(Cl)cc1 | 1518 | 1668
CN(Cc1ccccc1)S(=O)(=O)c1ccc(NC(=O)C2CCCO2)cc1 (stereo not drawn) | 1646 | 1972
CC(=O)c1ccc(NC(=S)NCCCn2ccnc2)cc1 | 1502 | 1657
CCOC(=O)C1=C(CN2CCOCC2)NC(=O)NC1c1cccc([N+](=O)[O-])c1 (stereo not drawn) | 1668 | 1893
CCOc1ccccc1NC(=O)c1ccc([N+](=O)[O-])cc1 | 1761 | 2028
COc1ccc(S(=O)(=O)N/N=C/c2ccc(OCCN3CCOCC3)c(OC)c2)cc1 | 1407 | 1727
Cc1ccc(-c2csc(NC(=O)c3cc([N+](=O)[O-])ccc3N3CCOCC3)n2)cc1 | 2579* | 1659
O=C(Nc1ccccc1C(=O)O)c1cc(S(=O)(=O)N2CCCCC2)cs1 | 1492 | 1854
CN1C(=O)CSc2ccc(NC(=O)NCc3ccccc3)cc21 | 1758 | 1873
O=C1NC(c2ccccc2)Nc2c1sc(=S)n2-c1ccccc1 (stereo not drawn) | 1622 | 1870
CCc1ccc2c(c1)C(O)(CC(=O)c1cccs1)C(=O)N2 (stereo not drawn) | 1438 | 1679
O=C(OCn1nnc2ccccc2c1=O)C1CCN(S(=O)(=O)c2cccs2)CC1 | 1447 | 1602
Fc1ccc(N/N=C/C=C/c2ccccc2)c(F)c1 | 1553 | 1674
Cc1cc(C)cc(OCC(=O)OCc2nnc(-c3ccccc3)o2)c1 | 1513 | 1804
Cc1ccc(C(=O)Nc2nnc(-c3ccncc3)o2)cc1 | 1644 | 1842
O=C1c2ccccc2C(=O)c2c1ncn2-c1ccccc1 | 1607 | 1850
O=C(N/N=C/c1c(Cl)[nH]c2ccccc12)c1sc2ccccc2c1Cl | 1651 | 1953
CCN(Cc1ccccc1)C(=O)c1ccc(Cl)cc1[N+](=O)[O-] | 1768 | 1778
COc1ccc(N=C2NN=C(c3c(C)[nH]c4ccccc34)CS2)cc1 | 1535 | 1797
CCOc1ccc(-n2c(SCc3ccc(C(=O)OC)o3)nc3c(c2=O)SCC3)cc1 | 1557 | 1702
CCOC(=O)Nc1sc(C)c(C)c1C(=O)OCC | 1829 | 2059
COc1ccccc1C1CC(c2ccco2)=NN1S(C)(=O)=O (stereo not drawn) | 1321 | 1693
CNC(=S)NNc1ccccc1[N+](=O)[O-] | 1376 | 1905
C=CCNC(=O)NC(=O)COC(=O)/C=C/c1cccc([N+](=O)[O-])c1 | 1545 | 1846

# Next part
Structure | SRC3 TRFRET art | SRC1 TRFRET art
O=C1CSc2ccc(C(=O)NCC(c3ccco3)N3CCCCC3)cc2N1 (stereo not drawn) | 1438 | 1783
COc1cc(NC(=O)CSc2nnc3ccc(-c4ccncc4)nn23)cc(OC)c1 | 1808 | 1872
CCOc1cc(S(=O)(=O)n2nc(C)cc2C)ccc1Br | 1658 | 1461
CC(C)(C)NC(=O)c1ccc2c(c1)N(CC(=O)N1CCN(c3ccccc3F)CC1)C(=O)C(C)(C)O2 | 1461 | 1956
Cc1ccccc1Cn1nc(C)c(NC(=O)C2c3ccccc3Oc3ccccc32)c1C | 1722 | 1919
Cc1ccc(N/C(N)=N/c2nc(C(F)(F)F)cc(C(F)(F)F)n2)cc1 | 1528 | 1823
N/C(=N\c1nc2ccccc2o1)NC(=O)c1ccc(Cl)cc1 | 1500 | 1562
COCCC1CCCCN1C(=O)c1cccc(OC2CCN(C3CCCC3)CC2)c1 (stereo not drawn) | 1413 | 1519
Cc1ccc(SCCC(=O)N/N=C/c2cccnc2)cc1 | 1622 | 1766
O=C(CN1CCCCC1)NC(=O)NC1CCCC1 | 1587 | 1674
C=CC(c1ccccc1)C(C(=O)c1ccccc1)N(C)C (stereo not drawn) | 1504 | 2025
CC(C)C(C(=O)NCc1ccco1)N(CC1CCCO1)C(=O)CNS(=O)(=O)c1ccccc1 (stereo not drawn) | 1311 | 1673
NC(=O)CSc1nc2c(c(=O)n1-c1ccccc1)C1(CCCCC1)Cc1ccccc1-2 | 1714 | 1996
COC(=O)c1c(NC(=O)CSc2nc3ccccc3c(=O)n2-c2ccccc2)sc(C)c1C | 1509 | 1590
O=C(c1ccc(Cl)cc1)C1CCCN(Cc2cnn(-c3ccccc3)c2)C1 (stereo not drawn) | 1487 | 1722
O=C(Nc1nc(-c2cccs2)cs1)c1ccco1 | 1502 | 1745
O=c1cc(-c2ccc(F)cc2)[nH][nH]1 | 1514 | 1673
O=c1[nH]c(-c2cccnc2)nc2sc(-c3ccccc3)cc12 | 1515 | 1818
COc1ccc(CCNC(=O)CN(CCc2ccccc2)S(C)(=O)=O)cc1OC | 1535 | 1978
O=C1CNC(=O)/C(=C/c2ccco2)N1 | 1597 | 1859
CC(CCc1ccccc1)NC(=O)c1ccc(NC(=O)c2cccc(Br)c2)cc1 (stereo not drawn) | 1469 | 1813
Cc1ccc(-c2cc(C(=O)Nc3sc4c(c3C(=O)NCc3ccco3)CCC4)[nH]n2)c(O)c1 | 1729 | 1519
O=C(c1ccccc1Sc1ccc([N+](=O)[O-])cc1)N1CCCCC1 | 1828 | 1849
CC(c1ccco1)N(C(=O)c1ccccc1NS(=O)(=O)c1cccc([N+](=O)[O-])c1)c1ccccn1 (stereo not drawn) | 1652 | 1760
CC1CC(C)CN(CC(=O)c2cccs2)C1 (stereo not drawn) | 1769 | 2161
Cc1cc(NO)nc(-c2ccc(Br)cc2)n1 | 1590 | 1677
C=C(C)CNC(=S)Nc1sc2c(c1C(=O)OCC)CC(C)(C)OC2 | 1659 | 2081
COc1ccc(Nc2nc(Cl)nc(NCCO)n2)cc1 | 1625 | 2021
Cc1ccc(-c2c[nH]c(=S)n2-c2ccccc2F)cc1 | 1603 | 1532
Cc1ccc(S(=O)(=O)Nc2ccccc2CNC2CCCCC2)cc1 | 1524 | 1831
O=C(C[n+]1ccc2ccccc2c1)Nc1cc(C(F)(F)F)ccc1Cl | 1688 | 1939
Cc1nc2cc(NC(=O)Nc3cccc4ccccc34)ccc2n1C | 1506 | 1707
COc1cc(Cl)c(S(=O)(=O)N2CCN(Cc3ccc4c(c3)OCO4)CC2)cc1Cl | 1624 | 1779
CC(C)CNC(=O)COC(=O)CCC(=O)c1ccc(Cl)cc1 | 1572 | 1800
CC(C)=CC(=O)Nc1ccc(S(=O)(=O)Nc2ccccn2)cc1 | 1560 | 1726
CN1CCN(CCC(=O)Nc2ccc(C3CCCC3)cc2)CC1 | 1401 | 1703

# An excerpt of these results, with two lines to a compound:
# Every second line gives: SRC3 TRFRET art, SRC1 TRFRET art
COc1ccc(Nc2nc(Cl)nc(NCCO)n2)cc1
  1625, 2021
Cc1ccc(-c2c[nH]c(=S)n2-c2ccccc2F)cc1
  1603, 1532
Cc1ccc(S(=O)(=O)Nc2ccccc2CNC2CCCCC2)cc1
  1524, 1831
O=C(C[n+]1ccc2ccccc2c1)Nc1cc(C(F)(F)F)ccc1Cl
  1688, 1939
Cc1nc2cc(NC(=O)Nc3cccc4ccccc34)ccc2n1C
  1506, 1707
COc1cc(Cl)c(S(=O)(=O)N2CCN(Cc3ccc4c(c3)OCO4)CC2)cc1Cl
  1624, 1779

# The results go on:
Structure | SRC3 TRFRET art | SRC1 TRFRET art
Cc1ccc(C)c(NC(=S)NCC(c2cccnc2)N2CCOCC2)c1 (stereo not drawn) | 1417 | 1715
Cc1sc(C(=O)Nc2ccc3ccccc3c2)cc1CC(=O)O | 1568 | 1871
O=C(COC(=O)c1cc(=O)[nH]c2ccccc12)c1cccs1 | 1633 | 1688
O=C(O)c1ccc(N2CC3CC(C2)c2cccc(=O)n2C3)c(NC(=S)Nc2ccc(Cl)cc2Cl)c1 (stereo not drawn) | 1530 | 1652
S=C(NCCc1ccccn1)Nc1ccc(Cl)c(Cl)c1 | 1627 | 1902
COC(=O)c1cc(OC)c(OC)cc1NC(=O)c1ccccc1 | 1410 | 1710
O=C(c1ccccc1)N1CCN(C(=S)NCCc2ccccc2)CC1 | 1579 | 1828
COc1ccc(Cc2nnc(NC(=O)c3cccc([N+](=O)[O-])c3)s2)cc1 | 1705 | 1856
CCC(=O)c1ccc(OCC(=O)N2CCCC2)c(OC)c1 | 1453 | 1796
Cc1ccc(C(=O)NC2CCN(S(=O)(=O)c3ccccc3)CC2)cc1 | 1565 | 1584
Cc1ccc(-n2ncc(C(=O)Nc3cc(Cl)ccc3C)c2C2CCNCC2)cc1C | 1701 | 1622
CCCSc1nnc2n(C)c(=O)c3c4c(sc3n12)CCC4 | 1566 | 1715

# Profiles as entered above.
# O=C(OCn1nnc2ccccc2c1=O)C1CCN(S(=O)(=O)c2cccs2)CC1 is listed as SRC3 TRFRET art = 1447; SRC1 TRFRET art = 1602
# O=C(Nc1ccccc1[N+](=O)[O-])c1cccnc1Cl is listed as SRC3 TRFRET art = 1527; SRC1 TRFRET art = 1906
# O=C(N/N=C/c1c(Cl)[nH]c2ccccc12)c1sc2ccccc2c1Cl is listed as SRC3 TRFRET art = 1651; SRC1 TRFRET art = 1953

# (more compounds)
Structure | SRC3 TRFRET art | SRC1 TRFRET art
COc1cc(/C(C#N)=C/c2cccc3ccccc23)c([N+](=O)[O-])cc1OC | 1603 | 1911
O=c1c(Cc2ccc(Cl)cc2Cl)c(O)ccn1CCCN1CCOCC1 | 1462 | 1632
COc1ccc(NC(=S)N2CCNC(=O)C2CC(=O)Nc2ccc(C)cc2)cc1 (stereo not drawn) | 1465 | 1534
COc1cc2c(cc1OC)C(C)N(C(=O)c1cccc([N+](=O)[O-])c1)CC2 (stereo not drawn) | 1773 | 1816
Cc1c(Br)c([N+](=O)[O-])nn1CCCC(=O)N1CCN(c2ccccc2)CC1 | 1570 | 1789
COc1ccc(S(=O)(=O)N2CCN(C(=S)NC3CCCCC3)CC2)cc1 | 1767 | 1799
COCCCNc1nc2c(-c3ccc(Cl)cc3)nnn2c2ccccc12 | 1683 | 1952
CCOC(=O)NC(=O)CSc1cc(C)c2cc(C)cc(C)c2n1 | 1711 | 1814
COc1ccc2c(c1)C(C)=CC(C)(C)N2S(=O)(=O)c1ccc(C)cc1 | 1528 | 1917
CCCN1Cc2cccc(C(=O)N3CCN(c4ccc(OC)cc4)CC3)c2C1=O | 1371 | 1664
CCCCNC(=O)NC1CCCC1 | 1470 | 1727

# This is a subset, so the mix of outcomes need not match the whole.
